# High-throughput results (PubChem BioAssay)
# RGS4-Gao reg: modulators of RGS4 binding to Galphao, primary screen, biochemical, multiplexed bead flow cytometry; actives lie on both sides; binding response (% of control), % at 10 µM; 220,000 compounds, 0.33% hits; Guanine nucleotide-binding protein G(o) subunit alpha (Homo sapiens), P09471; AID 1415, 2008; in the data active = binding response below about 49% or above about 150%; inactive = in between;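 note: fluorescent Galphao activated with aluminum fluoride binding bead-coupled RGS4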
# Target sequence (P09471 whole entry, looked up): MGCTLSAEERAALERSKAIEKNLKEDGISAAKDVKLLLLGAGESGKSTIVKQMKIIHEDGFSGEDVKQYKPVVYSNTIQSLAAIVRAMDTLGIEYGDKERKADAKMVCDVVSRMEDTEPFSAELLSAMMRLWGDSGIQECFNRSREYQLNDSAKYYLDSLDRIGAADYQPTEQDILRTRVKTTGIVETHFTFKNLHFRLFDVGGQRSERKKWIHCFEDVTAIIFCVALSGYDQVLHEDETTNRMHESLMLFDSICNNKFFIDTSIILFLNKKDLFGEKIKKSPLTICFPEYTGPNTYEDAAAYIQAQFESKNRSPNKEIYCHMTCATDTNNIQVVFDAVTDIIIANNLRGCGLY
# Bcl-B Bim block: inhibitors of Bim-Bcl-B binding, primary screen, biochemical, multiplexed, human Bcl-2 family; Bcl-2-like protein 10 (Homo sapiens), Q9HD36; bead-based flow cytometry, Bim peptide-Bcl-B binding; inhibition, % at 10 µM; 190,000 compounds, 0.073% hits; AID 951, 2007;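 note: 0% = tracer peptide without compound and 100% = reference inhibitor peptide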
# Target sequence (Q9HD36 whole entry, looked up): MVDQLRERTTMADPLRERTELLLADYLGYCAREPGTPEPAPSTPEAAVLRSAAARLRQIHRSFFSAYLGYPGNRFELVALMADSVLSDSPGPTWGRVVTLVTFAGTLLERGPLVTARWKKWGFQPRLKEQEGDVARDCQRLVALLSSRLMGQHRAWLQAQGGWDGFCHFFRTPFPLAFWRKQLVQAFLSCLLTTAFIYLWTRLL
# Bcl-W Bim block: inhibitors of Bim binding to Bcl-W, primary screen, biochemical, multiplexed, bead-based flow cytometry; 190,000 compounds, 0.02% hits; inhibition, % at 10 µM; Bcl-2-like protein 2 (Homo sapiens), Q92843; Bim peptide-Bcl-W binding; AID 952, 2007;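 note: 0% = bound tracer without compound and 100% = peptide blocker; higher means less fluorescent Bim peptide bound to Bcl-W beads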
# Target sequence (Q92843 whole entry, looked up): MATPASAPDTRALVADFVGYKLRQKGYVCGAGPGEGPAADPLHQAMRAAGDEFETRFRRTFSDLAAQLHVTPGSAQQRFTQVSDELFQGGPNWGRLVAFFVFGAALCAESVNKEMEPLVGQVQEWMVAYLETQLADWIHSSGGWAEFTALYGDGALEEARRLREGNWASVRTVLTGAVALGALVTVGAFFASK
# ABCG2 inh: ABCG2 efflux pump inhibitors, primary screen, multiplex with ABCB1, IgMXP3 cells, flow cytometry | Broad substrate specificity ATP-binding cassette transporter ABCG2 (Homo sapiens), Q9UNQ0 | JC-1 efflux | inhibition, % at 6.6 µM | 190,000 compounds, 0.1% hits | AID 1325, 2008;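 active = inhibition above 80%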;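 note: 0% = DMSO and 100% = nicardipine control wells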
#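 System: two drug-resistant human cell lines, ABCG2 and ABCB1; controls: nicardipine high and DMSO low controls; times: 10 min exposure at 25 °C with rotation, no wash; detection: flow cytometry of retained JC-1 fluorescence; read-out basis: percent efflux inhibition, scaled nicardipine 100% to DMSO 0%; doses: one concentration, 6.6 µM final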
# Bim-Bfl-1: inhibitors of Bim binding to Bfl-1, primary screen, biochemical, multiplexed, bead-based flow cytometry; Bcl-2-related protein A1 (Homo sapiens), Q16548; Bim-Bfl-1 binding inhibition; inhibition, % at 10 µM; 190,000 compounds, 0.12% hits; AID 1008, 2008;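 note: 0% = wells without compound plus tracer and 100% = blocker peptide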
# Avidin bead fluor: green autofluorescence of compounds with avidin beads – biophysical, 488/530 nm, flow cytometry, artefact control, profiling panel. compound fluorescence 488/530 nm; hits give high values. fluorescence (KMESF) at 10 µM. 220,000 compounds, 0.38% hits. AID 1775, 2009; in the data active = fluorescence above about 47; note: inactives centre near 10
# Bcl-XL Bim block: inhibitors of Bim-Bcl-XL binding, primary screen, biochemical, multiplexed, bead flow cytometry, human Bcl-XL | Bim peptide-Bcl-XL binding, fluorescence | inhibition, % at 10 µM | 190,000 compounds, 0.04% hits | AID 1007, 2008
# Target sequence (Q07817 whole entry, looked up): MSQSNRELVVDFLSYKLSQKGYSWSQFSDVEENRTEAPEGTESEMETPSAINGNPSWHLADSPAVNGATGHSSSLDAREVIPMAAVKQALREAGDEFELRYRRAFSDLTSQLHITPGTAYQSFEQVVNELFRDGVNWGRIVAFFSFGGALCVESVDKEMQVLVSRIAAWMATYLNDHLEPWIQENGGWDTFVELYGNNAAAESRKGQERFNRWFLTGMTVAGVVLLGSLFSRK
# RGS7-Gao reg: RGS7-Galphao binding modulators, primary screen, biochemical, multiplexed bead flow cytometry. Guanine nucleotide-binding protein G(o) subunit alpha (Homo sapiens), P09471. actives lie on both sides. binding response (% of control), % at 10 µM. 220,000 compounds, 0.35% hits. AID 1439, 2008; in the data active = binding response below about 49% or above about 150%; inconclusive = no clear call, values can overlap the other calls; inactive = in between;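 note: fluorescent Galphao held in activated GDP-AlF4 state binding bead-coupled RGS7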
# Bcl-2 Bim block: inhibitors of Bim-Bcl-2 binding, primary screen, biochemical, multiplexed, human Bcl-2 family. inhibition, % at 10 µM. 190,000 compounds, 0.06% hits. Bead-based flow cytometry, Bim peptide-Bcl-2 binding; in the data active = inhibition above about 40%; inconclusive = no clear call, values can overlap the other calls;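 note: 0% = no compound wells with probe peptide and 100% = reference peptide inhibitor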
# GSH fluor: compound fluorescence on glutathione beads, profiling panel, artefact control, biophysical, 488/530 nm, flow cytometry; GSH beads flow cytometry, compound fluorescence 488/530 nm; hits give high values; fluorescence (KMESF) at 10 µM; 190,000 compounds, 0.25% hits; AID 1776, 2009; in the data active = fluorescence above about 89;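 note: glutathione beads carrying GST-tagged Bcl family fusion proteins plus one bare bead set; values are compound well signal with DMSO vehicle wells as background; inactives centre near 16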
# ABCB1 inh: ABCB1 efflux pump inhibitors, primary screen, cell-based, multiplex, flow cytometry, ABCG2 counter-screen | inhibition, % at 6.6 µM | CCRF-Adr cells, JC-1 efflux | ATP-dependent translocase ABCB1 (Homo sapiens), P08183 | 190,000 compounds, 0.067% hits; in the data active = inhibition above about 40%;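 note: 0% = vehicle and 100% = reference inhibitor; higher value means more JC-1 retained so stronger ABCB1 efflux block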
# The depositor's hits bear a star; ? = inconclusive; . = not tested or not shown. Cut-off read from the data, not from the text of the source, unless noted: active = inhibition above about 40%.
SMILES,RGS4-Gao reg,Bcl-B Bim block,Bcl-W Bim block,ABCG2 inh,Bim-Bfl-1,Avidin bead fluor,Bcl-XL Bim block,RGS7-Gao reg,Bcl-2 Bim block,GSH fluor,ABCB1 inh
Cc1ccc(C)c(NC(=O)CCC(=O)N/N=C/c2cc([N+](=O)[O-])ccc2O)c1,98,-1,0,1,-4,8,-1,92,-1,10,0.3
CCOC(=O)c1sc2ccc(S(=O)(=O)N3CCCCC3)cc2c1N,98,-10,-4,21,-17,26,-7,101,-13,24,1.2
Cc1[nH]c2ccccc2c1/C=N/NC(=O)Cc1cccs1,97,-3,-4,8,0,4,-7,102,-3,12,-0.3
Cc1ccc(-n2c(C)nc3c(cnn3-c3ccc(F)cc3)c2=O)cc1,99,0,1,5,0,7,2,102,3,15,0.8
CCN1CCN(C(=O)CN(C)S(=O)(=O)c2cc(C)ccc2OC)CC1,107,-1,-1,-2,-6,11,-1,105,-3,13,0.3
CCCCc1nnc(NC(=O)c2nc3nccc(C)n3n2)s1,101,-5,2,0,-4,24,-6,101,-1,23,-0.3
O=C(NCc1ccc2c(c1)OCO2)C1CCCN1C(=O)Nc1ccc(F)cc1 (stereo not given),104,-3,0,2,-11,8,1,107,-3,64,0.6
COC(=O)C1=C(C)N(c2ccc(OC)c(OC)c2)C(=O)C1,101,-3,-1,0,-17,45,-2,100,-6,27,0.1
Cc1cc(C(=O)NNC(=S)NCc2ccco2)n(C)n1,101,-2,-1,-1,0,3,-1,97,2,14,-1.3
Cc1ccc2nc3ccc(N4CCN(C)CC4)nn3c(=O)c2c1,95,0,2,2,1,32,0,95,4,13,0.1

# Two neighbouring entries from above, quoted:
SMILES,RGS4-Gao reg,Bcl-B Bim block,Bcl-W Bim block,ABCG2 inh,Bim-Bfl-1,Avidin bead fluor,Bcl-XL Bim block,RGS7-Gao reg,Bcl-2 Bim block,GSH fluor,ABCB1 inh
Cc1ccc(C)c(NC(=O)CCC(=O)N/N=C/c2cc([N+](=O)[O-])ccc2O)c1,98,-1,0,1,-4,8,-1,92,-1,10,0.3
CCOC(=O)c1sc2ccc(S(=O)(=O)N3CCCCC3)cc2c1N,98,-10,-4,21,-17,26,-7,101,-13,24,1.2

# The results go on:
SMILES,RGS4-Gao reg,Bcl-B Bim block,Bcl-W Bim block,ABCG2 inh,Bim-Bfl-1,Avidin bead fluor,Bcl-XL Bim block,RGS7-Gao reg,Bcl-2 Bim block,GSH fluor,ABCB1 inh
CCOc1cc(OCC)cc(C(=O)NCCCN2CCOCC2)c1,102,0,4,10,-1,20,0,121,3,26,0.8
Nc1ccc(NS(=O)(=O)c2ccccc2)cc1,100,-4,0,0,-10,21,-2,100,-4,10,0.4
CC(C)S(=O)(=O)c1ccc(C(=O)Nc2ccc(F)cc2F)cn1,101,-3,0,3,-5,8,0,?,-4,18,0.5
COc1ccc(C2CC(=O)CC(=O)C2n2cncn2)cc1 (stereo not given),91,1,2,5,2,11,0,96,0,21,0.7
CCn1c2ccccc2c2cc(/C(C)=N/O)ccc21,102,-5,-2,3,-4,39,-4,100,-4,13,0.4
CC(C)NC(=O)Cn1cnc2c1c(=O)n(C)c(=O)n2C,99,-4,0,5,-7,4,-3,99,-6,27,1.2
COc1ccc(N2C(=O)C(Cl)=C(NCc3ccccc3)C2=O)cc1,94,2,0,2,-2,21,-1,97,0,10,0.3
CC(=O)N1N=C(c2cccc(NS(C)(=O)=O)c2)CC1c1cccs1 (stereo not given),102,-5,1,29,-6,10,-1,99,-4,15,27
O=C(CSc1ccc2ccccc2c1)NC1CCCc2ccccc21 (stereo not given),102,-7,-4,7,-13,18,-6,98,-7,16,0.5
O=C(CCN1C(=O)S/C(=C/c2ccc(Cl)cc2)C1=O)N1CCOCC1,102,-6,-5,5,-2,4,-9,97,-2,10,1.3
CCOC(=O)c1cc(-c2ccccc2)sc1NC(=O)CN1C(=O)NC(CC)(c2ccccc2)C1=O (stereo not given),100,2,-3,1,-3,22,0,98,0,24,1.0
COc1cc2c(C)nc3c(cnn3-c3ccccc3)c2cc1OC,99,1,6,31,-3,10,4,97,-1,9,1.2
O=C(NCS(=O)(=O)c1ccccc1)c1ccccc1,102,-6,-1,0,-14,7,-7,97,-12,17,0.3
Cc1ccc(NC(=O)OCc2cc(-c3ccccc3)on2)cc1,99,-3,0,2,-4,9,-3,93,0,19,-0.1
O=C(Nc1ccc2c(c1)OCCO2)Nc1ccc2c(c1)OCO2,92,-2,1,-1,0,8,-4,98,0,12,-0.3
O=C(O)c1ccc2c(c1)C(=O)N(c1ncccn1)C2=O,99,0,2,0,1,4,0,95,-2,23,0.3
CCOC(=O)N1CCN(c2nc(-c3cccs3)cc(C(F)(F)F)n2)CC1,101,-4,0,3,-1,14,-5,99,-4,9,0.1
Cc1ccccc1-c1cc2c(nn1)-c1ccccc1C2=O,101,-1,3,1,0,13,2,99,1,11,0.7
Cc1ccc2nc(NCc3ccccc3)c(C=O)c(=O)n2c1,101,-8,-2,26,-2,6,-5,103,0,10,0.5
COc1ccccc1C(=O)Nc1c(C)cc(Br)cc1C,93,-1,0,27,2,8,0,89,-5,9,1.6
CCc1c(C)nc2ccc(Br)cc2c1SCCC#N,99,-30,-10,2,3,3,-12,102,-3,15,1.0
COC(=O)c1ccccc1NC(=O)C12CC3CC(C1)CC(n1cnc(Cl)n1)(C3)C2,99,-8,-7,2,-7,6,-8,104,21,17,1.4
Oc1ccc(Cc2ncc(C(F)(F)F)cc2Cl)cc1,97,-3,-6,2,-2,10,-4,98,-2,71,0.3
O=S(=O)(NCc1ccncc1)c1ccc(Br)s1,103,-11,1,1,-9,8,-8,100,-7,31,0.4
CC(C)CC(=O)Nc1cccc(-c2nc3ccccc3o2)c1,101,-9,-6,2,-2,35,-4,103,-5,17,0.5
COc1ccccc1-n1cnnc1SCC(=O)NC1CCS(=O)(=O)C1 (stereo not given),104,-3,0,2,-7,9,-2,99,-1,13,0.5
c1ccc(Nc2ncnc3c2oc2ccccc23)cc1,121,-3,-1,9,-1,15,-5,102,1,13,1.4
Cc1nnc(SCC(=O)N2CC(=O)Nc3ccccc32)s1,95,-2,3,3,-3,13,3,97,0,26,-0.4
COc1ccccc1Nc1nnc(SCC(=O)N2CCCC2)s1,98,-8,0,-1,-8,9,-4,98,-7,13,0.1
COc1cc(/C=N/NC(=O)C[n+]2ccccc2)cc(OC)c1OC,102,-2,-2,0,-1,4,-7,103,0,9,0.5
CC(=O)c1cnc(Nc2nc(C)c3ccccc3n2)nc1C,95,-5,2,5,-8,12,-1,93,-6,11,0.2
CC/C(=N/NS(=O)(=O)c1ccc(Cl)cc1)c1ccc(O)cc1,106,-2,0,-5,-1,14,-5,101,-2,4,-1.1
Cc1nc(CNS(=O)(=O)c2ccc3c(c2)OCCO3)cs1,102,-5,-5,-3,-2,21,-5,102,-2,11,-0.6
Cc1ccc(S(=O)(=O)c2cc(O)ccc2O)cc1C,99,-2,0,4,0,27,-3,98,1,6,0.2
COc1ccc(N2CCN(C(=O)Cc3ncc(C(F)(F)F)cc3Cl)CC2)cc1,92,-6,0,2,-12,6,0,94,-8,42,0.9
CCOC(=O)NC1(NC(C)C)Oc2ccccc2O1,100,-3,-6,16,-3,32,-1,97,0,11,0.9
Cc1ccc(NC(=O)CCC(=O)NNC(=O)COc2ccccc2)cc1C,103,-1,0,5,1,3,0,101,2,8,0.1
Cc1cc(C)nc(SCC(=O)Nc2ccc(S(=O)(=O)NCCO)cc2)n1,104,-10,1,-3,-12,18,-8,103,-3,35,-1.1
Cc1ccc2[nH]c(=O)c(CN(CCO)C(=O)NCc3ccccc3)cc2c1,102,-5,-7,-2,0,13,-4,103,-2,11,-0.5
CC(C)c1ccc(NC2(C#N)C(=O)Nc3ccccc32)cc1 (stereo not given),102,-2,-4,3,-1,12,-2,100,-2,14,0.5
NS(=O)(=O)c1cccc(NC(=O)CSc2ncc(C(F)(F)F)cc2Cl)c1,95,-9,-1,1,3,13,-4,98,-1,4,0.2
CCCCCCSc1ncc(C#N)c(N)n1,104,-7,1,2,-12,8,-6,108,-6,14,0.2
Cc1ccccc1-n1c(C)cc(/C=N/NC(=O)c2ccncc2)c1C,100,-3,-3,4,-1,14,0,100,-4,23,0.8
COC(=O)C1=C(SC)N(c2ccccc2)C(c2ccccc2)CC1=O (stereo not given),99,-4,-1,3,0,1,-5,100,-1,5,0.0
CC(C)CCn1cnc2c1c(=O)n(C)c(=O)n2C,98,-4,-5,2,-6,31,-15,100,-10,24,0.2
COc1cc2c(cc1OC)-c1nnc(C)n1C(C)(C)C2,101,-2,-3,2,-1,35,0,100,-2,28,0.3
COC(=O)c1ccc(CSc2nc3scc(-c4cccs4)c3c(=O)[nH]2)o1,96,-6,-4,0,0,30,-4,98,-3,22,-0.2
COc1ccc(CC(=O)Nc2ccccc2N2CCOCC2)cc1OC,96,-8,0,2,-5,10,-2,95,-1,25,0.4
COc1ccc(C2=NO[C@@H]3C(=O)N(c4ccc5c(c4)OCCO5)C(=O)[C@H]23)cc1OC,100,-8,0,-1,-10,18,-1,98,-7,20,0.0
OCCN(C=NC1=NN(c2cccc(C(F)(F)F)c2)CC1)CCO,100,-17,10,2,14,4,5,101,1,17,0.2
# (list continues)
SMILES,RGS4-Gao reg,Bcl-B Bim block,Bcl-W Bim block,ABCG2 inh,Bim-Bfl-1,Avidin bead fluor,Bcl-XL Bim block,RGS7-Gao reg,Bcl-2 Bim block,GSH fluor,ABCB1 inh
COC(=O)C(Cc1ccccc1)NC(=O)C12CC3CC(CC(C3)C1)C2 (stereo not given),94,-8,-4,16,-14,16,-5,96,-9,15,0.7
CC(C)(C)OC(=O)[C@H](Cc1ccccc1)NC(=O)c1nc[nH]c1C(=O)NCc1ccccc1,103,-2,-1,6,-4,6,0,101,-2,17,1.0
COc1cccc(CNC(=O)CSc2cc(=O)n(C)c3ccccc23)c1,108,-3,-2,5,-4,.,-3,100,-2,11,0.2
O=S(=O)(NCc1ccc2c(c1)OCO2)c1cnc[nH]1,99,-5,-2,0,-11,7,-5,97,-10,13,0.2
CCOC(=O)c1csc(NC(=O)Nc2cccc(OC)c2)n1,102,-9,-7,1,-11,12,-5,101,-4,19,0.7
CN(C)c1ccnc2sc3c(=O)n(-c4ccccc4)cnc3c12,105,-6,-4,30,-11,13,-9,102,-5,36,0.4
c1ccc(-c2nc3c(ccc4ccccc43)[nH]2)nc1,99,-5,-1,14,1,6,-2,103,2,16,1.0
COc1ccc(CNC(=O)c2c(C)cc(=O)oc2C)cc1,109,-4,-11,1,-3,25,-15,109,-6,9,0.1
